From PubChem BioAssay
WT yeast gro inh = growth inhibition of WT strain, primary screen, mitochondrial fusion inhibitor project, WT and mutant strains, chemical genetic; mitochondrial fusion phenotypic screen; inhibition, % at 10 µM; 190,000 compounds, 2.1% hits; AID 1362, 2008; in the data active = inhibition above about 58%; tested in S. cerevisiae
TNAP activators = human TNAP enzyme activators, primary screen, biochemical, luminescent, no phosphate acceptor, uHTS (AID 1001); Alkaline phosphatase, tissue-nonspecific isozyme (Homo sapiens); purified TNAP, luminescent activation assay, no phosphate acceptor; higher activation fold means a stronger effect; one-dose activation fold at 20 µM; EC50 in µM for titrated hits; 200,000 compounds, 0.03% hits; in the data active = activation fold from about 3, or a potency from the dose series; inactive = the rest, 99 in 100 with activation fold below about 1.6; also: many of its hits are not listed in these tables
CSM14.1 death rescue = rescue of cells from ER stress-induced death, primary screen, 384-well, CSM14.1, thapsigargin, ATP luminescence (AID 1222) | CSM14.1 thapsigargin-induced death rescue, ATP luminescence; higher % means a stronger effect | one-dose cellular ATP content (survival), % at 20 µM; EC50 in µM for titrated hits | 190,000 tested, under 10 active;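 active = EC50 below 50 µM in the dose-response confirmation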;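 also: death triggered by thapsigargin at about 15 µM added after 2 h compound pretreatment; cell ATP read after overnight thapsigargin exposure of roughly 18 to 22 hours; normalized against plate controls of thapsigargin alone and 5% DMSO vehicle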
Myeloid diff MLP = induction of myeloid progenitor differentiation, primary screen, cell-based, flow cytometry, MLPCN library | calls only at 10 µM | AID 624256, 2012 | 360,000 compounds, 1% hits | ER-HoxA9 myeloid progenitors, lysozyme-GFP differentiation;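 active = normalized GFP-positive differentiation at or above the plate's own cutoff, the solvent-only control mean plus 3 SD; inconclusive = no clear call, values can overlap the other calls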;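 also: cells exposed to compound for four days before flow analysis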
human PMI inhibition = inhibitors of human PMI, primary screen, biochemical, fluorescence intensity, coupled assay (AID 1209). Mannose-6-phosphate isomerase (Homo sapiens). purified PMI enzyme, coupled fluorescence intensity; higher % means a stronger effect. one-dose inhibition, % at 20 µM; IC50 in µM for titrated hits. 190,000 compounds, 0.42% hits;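 also: plate controls were DMSO vehicle for no effect and wells lacking substrate for full effect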
Lipid droplet = inhibitors of hepatocyte lipid droplet formation, primary screen, imaging, high-throughput imaging, BODIPY stain. AML12 mouse hepatocytes, oleate lipid droplets. inhibition, % at 6.5 µM. 240,000 compounds, 0.4% hits. AID 1656, 2009;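 active = lipid droplet intensity inhibited by at least 50%, with more than 500 cells counted; inconclusive = wells with under 300 cells, treated as cytotoxic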
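Assay system: AML12 mouse liver cells | Compound: 6.5 µM single-point dosing | Schedule: Overnight exposure | Technique: Fluorescence imaging, 20x objective, two fields per well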
human PMI inhibitors = human PMI inhibitors, high substrate, primary screen, biochemical, fluorescence intensity, high mannose 6-phosphate (AID 1220); Mannose-6-phosphate isomerase (Homo sapiens); recombinant PMI enzyme, coupled fluorescence intensity; higher % means a stronger effect; inhibition, % at 20 µM, or IC50 in µM where a hit was titrated; 190,000 compounds, 0.66% hits
P. falciparum M1AAP = P. falciparum M1AAP inhibitors, biochemical, fluorogenic H-Leu-NHMec substrate, 1536-well (AID 1445); 220,000 compounds, 0.42% hits; inhibition, % at 30 µM; hits with a dose series show IC50 in µM; recombinant M1AAP, H-Leu-NHMec fluorogenic kinetic assay; higher % means a stronger effect;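 active = primary inhibition above the hit cutoff, then over 50% inhibition at one or more dose response concentrations, cut at about 23% in these data, passing the limit was not always enough; inconclusive = conflicting primary data, or primary hits not chosen for dose response; inactive = low primary inhibition, or under 50% at every dose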;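 also: plate controls were DMSO full reaction for no effect and no enzyme background for full effect; strong numbers were not always called active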
K1F lysis inhibition = inhibition of K1F phage lysis, E. coli UTI89, bacterial capsule biogenesis inhibitors, alamar blue (AID 488966); E. coli UTI89 K1F phage lysis, alamar blue, 2 h; higher % means a stronger effect; one-dose inhibition, % at 100 µM; IC50 in µM for titrated hits; 340,000 compounds, 0.02% hits;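 active = phage lysis inhibition, versus mean bacterial control, above a set limit; inconclusive = no clear call, values can overlap the other calls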;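 also: capsule biogenesis inhibitors block K1F phage lysis so surviving cells raise fluorescence; higher fluorescence means more inhibition of phage lysis; actives were called in the ten point dose series up to 300 µM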
WT yeast gro inh mutant strain = also measured in WT yeast gro inh; calls as there; inhibition, %; mitochondrial fusion phenotypic screen, mutant strain inhibition
Lipid droplet cells 6.5 µM = further read-out of Lipid droplet, marked with its call; cell count; measured here: cell count, cytotoxicity flag;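 cells counted across two imaged fields per well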
Myeloid diff MLP GFP+ MAC1+ % = also measured in Myeloid diff MLP; calls as there; GFP+ MAC1+ double positive, %; measured here: differentiation confirmed by MAC1 staining
* hit, by the source's call; i = inactive; ? = inconclusive; . = not tested or not shown; [ ] = remark or other dose. Rule as the data show it, unless noted: active = inhibition above about 50%; inactive = the rest.

Below each compound: WT yeast gro inh | WT yeast gro inh mutant strain | TNAP activators | CSM14.1 death rescue | Myeloid diff MLP | Myeloid diff MLP GFP+ MAC1+ % | human PMI inhibition | Lipid droplet | Lipid droplet cells 6.5 µM | human PMI inhibitors | P. falciparum M1AAP | K1F lysis inhibition
- COC(=O)c1c(NC(=O)CCCC(=O)O)sc(C)c1C
→ -2 | -2 | 1.2 | -1.7% | i | 0.6 | -9% | . | . | -7% | 3% | 0.7%
- CC(C)(C)c1ccc(S(=O)(=O)n2c(CN3CCOCC3)nc3ccccc32)cc1
→ . | . | 1.1 | -0.7% | i | 0.2 | -3% | -3 | 749 | -2% | 7% | 0.4%
- Cc1cc(NCCCn2ccnc2)n2nc(C)c(-c3ccc(Cl)cc3)c2n1
→ 65* | 25* | 1 | -1.8% | i | 0.1 | 7% | -20 | 773 | -4% | 6% | 4.3%
- Cc1cc(C)cc(NC(=O)C2CCN(c3nc(C)cc(C)n3)CC2)c1
→ 14 | 12 | 1.1 | 0.1% | i | 2.5 | -10% | . | . | -5% | 9% | 1.3%
- CCOC(=O)c1ccccc1NC(=S)N1CC(C)CC(C)C1 (stereo unspecified)
→ 7 | 11 | 1.1 | 1.3% | i | 1.4 | 11% | -24 | 593 | 13% | 0% | -1.4%
- COc1ccc(-c2nc(=S)[nH][nH]2)cc1OC
→ -3 | 6 | 1.2 | 0.0% | i | 0.5 | 8.6µM* | 14 | 693 | 27% | 9% | -0.8%
- O=c1c([N+](=O)[O-])cccn1Cc1cccc(Cl)c1
→ 0 | 2 | 1 | -0.6% | i | 0.3 | -2% | -4 | 718 | -1% | 4% | 1.2%
- O=[N+]([O-])/C=C\c1ccc(N2CCCC2)c(F)c1
→ 45 | 41 | 0.9 | -0.9% | . | . | -8% | -3 | 674 | -7% | 7% | -0.2%
- CN(C)S(=O)(=O)c1ccc(N2CCN(S(=O)(=O)c3ccc(F)cc3)CC2)c(Cl)c1
→ -10 | 2 | 0.9 | -1.6% | i | 1.0 | 5% | . | . | 12% | -4% | 0.5%
- CS(=O)(=O)N(CCC#N)Cc1ccco1
→ -5 | -3 | 1.1 | -0.9% | i | 0.2 | -9% | 2 | 760 | -12% | 0% | 4.1%
- COc1ccc2nc(SCC(=O)Nc3ccccc3C#N)[nH]c2c1
→ 8 | 17 | 0.9 | 0.2% | i | 0.8 | -1% | . | . | 11% | 2% | 0.1%
- Cc1ccc(C(C(=O)NCC2CCCO2)N(Cc2ccccc2)C(=O)c2ccc(-c3ccccc3)[nH]2)o1 (stereo unspecified)
→ 69* | -0.5* | 1.4 | -0.5% | i | 0.9 | 17% | -25 | 709 | 2% | 7% | 2.8%
- Cc1nc2ccccc2c2oc(C(=O)N3CCc4ccccc4C3)cc12
→ 18 | 18 | 0.9 | 0.8% | ? | . | 8% | . | . | 1% | 7% | 3.9%
- CCN(C(=O)c1cc2ccccc2oc1=O)c1ccccc1
→ 6 | 5 | 1 | 0.8% | i | 2.6 | 5% | -11 | 748 | 4% | 0% | -0.3%
- CC1(c2ccccc2)NC(=O)N(CC(=O)Nc2cc(S(=O)(=O)N3CCOCC3)ccc2Cl)C1=O (stereo unspecified)
→ -5 | 8 | 1.1 | -1.7% | i | 1.0 | 2% | 12 | 648 | -2% | -1% | 0.5%
- O=C(O)c1ccc(-n2c(=O)c3ccccc3c3ccccc3c2=O)cc1
→ 9 | 3 | 1 | -2.0% | i | 0.1 | -13% | -4 | 664 | -12% | 7% | 0.8%
- COc1cccc(/C=N/NC(=O)c2cnn(-c3ccccc3)c2N)c1
→ . | . | . | . | i | 0.3 | . | 3 | 700 | . | 5% | 1.5%
- CC1OC(Nc2ccc(OC(F)(F)F)cc2)C(O)C(O)C1O (stereo unspecified)
→ -9 | -6 | 1.1 | 1.0% | i | 1.0 | -2% | . | . | -3% | 7% | 2.0%
- Cc1cccc(N=Nc2c(C)[nH]n(C(N)=S)c2=O)c1C
→ 72* | 63* | 1.5 | 0.7% | . | . | 4% | 16 | 718 | 12% | 1% | .
- Cc1ccc(Cn2nnc3c(=O)[nH]c(C4CCCN(C(=O)Nc5ccc(F)cc5F)C4)nc32)cc1 (stereo unspecified)
→ -1 | -30 | 1 | 0.4% | i | 4.9 | 6% | . | . | 6% | 2% | 0.1%
- Cn1c(SCC(=O)Nc2nc3c(s2)CCCC3)nnc1-c1ccccc1
→ 12 | 18 | 1 | -0.4% | i | 0.7 | -5% | . | . | 4% | 9% | 7.0%
- CCOC(=O)c1c(NC(=O)CSc2n[nH]c(N)n2)sc(CC)c1C
→ 0 | -11 | 1.3 | 1.1% | i | 15 | 13% | . | . | 14% | 2% | 1.6%
- O=C1CSC(c2ccccn2)N1c1ccc(Cl)c(Cl)c1 (stereo unspecified)
→ 9 | 9 | 1.1 | -0.7% | i | 0.8 | 7% | . | . | -2% | 21% | -0.3%
- CCOc1ccccc1NC(=O)Cn1nnc(C(=O)NCCc2ccc(OC)c(OC)c2)c1N
→ -6 | 18 | 1.1 | -1.1% | i | 0.5 | -4% | 11 | 709 | -6% | 5% | 0.0%
- O=C(/C=N/O)NCC1CCNCC1
→ 10 | 37 | 1.1 | 0.0% | i | 0.3 | 6% | . | . | 6% | 7% | 0.7%
- O=C(NC1CCCC1)C(c1ccccc1)N(Cc1cccnc1)C(=O)Cc1cccs1 (stereo unspecified)
→ -29 | -15 | 1.1 | 1.4% | i | 0.8 | 0% | -7 | 697 | 8% | 10% | 0.0%
- C/C(=C\C(=O)c1ccncc1)Nc1ccccc1O
→ -17 | 5 | 1 | 6.7% | i | 2.2 | -7% | . | . | 8% | 11% | 0.5%
- COc1c(C)cc(C(=O)C2CCCN(Cc3cnc(N4CCOCC4)s3)C2)cc1C (stereo unspecified)
→ 5 | -3 | 1 | 3.4% | i | 1.4 | -4% | -21 | 569 | 1% | -7% | 0.2%
- O=C(NC(=S)Nc1cccnc1)c1cccs1
→ 11 | 1 | 1 | -0.2% | i | 1.3 | 12% | -12 | 666 | 10% | . | 0.1%
- Fc1ccc(CSc2ccc3nnc(-c4cccnc4)n3n2)cc1
→ 10 | 9 | 1.1 | . | i | 0.5 | -22% | 3 | 714 | -13% | 6% | 0.0%

An excerpt from above, reduced to human PMI inhibitors and Lipid droplet:
canonical_smiles	human PMI inhibitors	Lipid droplet
Cc1cccc(N=Nc2c(C)[nH]n(C(N)=S)c2=O)c1C	12%	16
CC1OC(Nc2ccc(OC(F)(F)F)cc2)C(O)C(O)C1O (stereo unspecified)	-3%	.

Additional entries
Below each compound: WT yeast gro inh | WT yeast gro inh mutant strain | TNAP activators | CSM14.1 death rescue | Myeloid diff MLP | Myeloid diff MLP GFP+ MAC1+ % | human PMI inhibition | Lipid droplet | Lipid droplet cells 6.5 µM | human PMI inhibitors | P. falciparum M1AAP | K1F lysis inhibition
- COc1ccccc1C/C(N)=N/OC(=O)COc1cccc2ccccc12
→ 15 | -4 | 1.1 | -2.0% | i | 0.8 | 21% | . | . | 18% | 4% | 2.7%
- CN(C)CC/C=C1/c2cc(F)ccc2CSc2ccc(F)cc21
→ 6 | -5 | 1.1 | -2.0% | i | 1.6 | 4% | 2 | 591 | -4% | 4% | 1.8%[50 µM]
- O=C(NCC1CCCO1)C(=O)N/N=C/c1ccccc1C(=O)O (stereo unspecified)
→ -15 | 0 | 1 | 0.1% | i | 0.3 | 12% | 2 | 670 | 0% | 11% | i
- C=C1[C@@H](OC(C)=O)CC[C@]2(C)[C@@H]1C[C@@H]1C[C@H](OC(C)=O)C(C)=C([C@@H](OC(C)=O)[C@@H]2OC(C)=O)C1(C)C
→ . | . | . | . | i | 3.8 | . | 3 | 673 | . | -3% | 5.2%
- CC(C)COP(=O)(OCC(C)C)C(O)c1ccc(F)cc1 (stereo unspecified)
→ 18 | 0 | 1 | 0.6% | i | 0.3 | 13% | -9 | 688 | 6% | -6% | 1.1%[50 µM]
- Cc1ccc(S(=O)(=O)NC(=O)NCc2ccc(F)cc2)cc1
→ -24 | 2 | 1.1 | 1.1% | i | 0.6 | 0% | -1 | 697 | -2% | -1% | -0.9%
- CCCCNc1ncnc2c1cnn2-c1ccccc1
→ 16 | -4 | 1 | -5.2% | ? | . | 11% | . | . | 11% | 2% | 0.8%
- Cc1ccc(C(=O)/C=C/c2ccccc2[N+](=O)[O-])cc1
→ -11 | 25 | 1.1 | -2.0% | i | 0.3 | 10% | -1 | 698 | 10% | -2% | 3.4%
- O=C(Nc1csc([N+](=O)[O-])c1)Nc1ccccc1Cl
→ . | . | . | . | i | 1.0 | . | 11 | 626 | . | 2% | -1.5%
- O=C(CNc1n[nH]c(=O)[nH]c1=O)N/N=C/C1CC=CCC1 (stereo unspecified)
→ . | . | . | . | i | 0.4 | . | -4 | 729 | . | -1% | 0.3%
- CC(=O)NC(CCS(C)(=O)=O)C(=O)Nc1cc(C)on1 (stereo unspecified)
→ 12 | 2 | 1.1 | -1.8% | i | 2.5 | -4% | 10 | 707 | -2% | . | -2.2%
- Cc1cc(C)c(C)c(OCCCN(C)C)c1
→ -13 | 6 | 1.1 | -1.1% | i | 0.4 | -2% | -2 | 695 | 0% | -5% | 4.9%
- FC(F)(F)c1ccc(N2CCN(c3ncnc4c3nnn4Cc3ccccc3)CC2)nc1
→ -8 | -10 | 1.1 | 1.3% | i | 8.6 | -6% | . | . | -1% | 3% | 5.0%
- O=C(N/N=C/CCc1ccccc1)C1CCCCC1
→ -5 | -7 | 1 | -1.0% | i | 2.2 | -12% | 4 | 741 | -9% | 2% | 1.5%[50 µM]
- Cc1cc(C(=O)CSc2ccc3c(c2)OCCO3)c(C)n1C1CC1
→ -3 | -1 | 1.2 | -2.5% | i | 0.4 | -3% | -52 | 659 | -2% | 5% | 3.6%[50 µM]
- CCOc1ccccc1NC(=O)CN1CCC(NC(=O)c2ccccc2)CC1
→ -6 | 46 | 1.1 | 2.3% | i | 0.7 | 5% | . | . | 0% | -2% | 1.4%
- O=C(O)c1ccccc1SCc1cn2cc(Br)ccc2n1
→ 0 | 4 | 1 | 1.0% | i | 0.1 | -8% | -1 | 661 | 6% | -4% | 0.1%
- Cc1cc(C)cc(NC(=O)N2CCC(NC(=O)c3ccc(F)cc3)CC2)c1
→ 7 | -1 | 1.1 | -2.1% | i | 0.4 | 7% | . | . | 3% | -3% | -0.6%
